STK33 inh: STK33 kinase inhibitors, primary screen, biochemical, luminescence, ADP-Glo, MBP substrate. Serine/threonine-protein kinase 33 (Homo sapiens), Q9BYT3. inhibition, % at 12.5 µM. 0.44% of 27,000 active; in the data active means inhibition above about 20%; inconclusive means no clear call, values can overlap the other calls
Target sequence (Q9BYT3 whole entry, looked up): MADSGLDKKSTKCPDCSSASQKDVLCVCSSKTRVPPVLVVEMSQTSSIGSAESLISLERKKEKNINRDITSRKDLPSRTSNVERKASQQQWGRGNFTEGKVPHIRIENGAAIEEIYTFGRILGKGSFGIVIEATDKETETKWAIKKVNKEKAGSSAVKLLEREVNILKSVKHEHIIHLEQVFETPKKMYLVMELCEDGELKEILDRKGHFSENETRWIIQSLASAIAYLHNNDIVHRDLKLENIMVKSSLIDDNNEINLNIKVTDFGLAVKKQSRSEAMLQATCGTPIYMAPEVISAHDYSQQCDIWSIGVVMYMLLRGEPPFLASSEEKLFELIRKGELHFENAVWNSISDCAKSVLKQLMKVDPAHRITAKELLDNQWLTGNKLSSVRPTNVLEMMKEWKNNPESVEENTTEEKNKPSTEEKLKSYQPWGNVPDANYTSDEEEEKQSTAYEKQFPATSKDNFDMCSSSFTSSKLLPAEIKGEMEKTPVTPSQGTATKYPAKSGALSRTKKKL
p53 PUMA act: mutant p53 pathway re-activators, primary screen, cell-based, SW480, luciferase, single point, HTS; SW480 PUMA-promoter luciferase, p53 mutant reactivation; activation, % at 9.98 µM; 1.5% of 28,000 active; AID 624151, 2012; in the data active means activation above about 52%; inconclusive means no clear call, values can overlap the other calls
* = called active by the depositor; ? = inconclusive; nt = not tested or not shown.

Start of the data: the first 4 records (preview)
SMILES	STK33 inh	p53 PUMA act
CC(=O)O[C@H]1C[C@@H](OC(C)=O)C(C)(C)C2C[C@@H](O)[C@]3(C)C(CC[C@@]4(C)[C@H](c5ccoc5)OC(=O)C5OC543)[C@]21C (some centres not stated)	-2	-16
COC(=O)[C@@]1(Cc2ccccc2N=[N+]=[N-])N=C(c2ccc(OCCCO)cc2)O[C@H]1c1ccccc1	5	nt
Cc1ccnc(NC(c2cccc([N+](=O)[O-])c2)c2ccc3ccc(C)nc3c2O)c1 (configuration not stated)	1	-14
Cc1cc(C)cc(Oc2c(C(F)(F)F)oc3cc(OCC(=O)O)ccc3c2=O)c1	-1	7

The whole of this part, from the first entry:
SMILES	STK33 inh	p53 PUMA act
CC(=O)O[C@H]1C[C@@H](OC(C)=O)C(C)(C)C2C[C@@H](O)[C@]3(C)C(CC[C@@]4(C)[C@H](c5ccoc5)OC(=O)C5OC543)[C@]21C (some centres not stated)	-2	-16
COC(=O)[C@@]1(Cc2ccccc2N=[N+]=[N-])N=C(c2ccc(OCCCO)cc2)O[C@H]1c1ccccc1	5	nt
Cc1ccnc(NC(c2cccc([N+](=O)[O-])c2)c2ccc3ccc(C)nc3c2O)c1 (configuration not stated)	1	-14
Cc1cc(C)cc(Oc2c(C(F)(F)F)oc3cc(OCC(=O)O)ccc3c2=O)c1	-1	7
C[C@H]1CN([C@@H](C)CO)C(=O)c2cc(NC(=O)Cc3ccccc3)ccc2O[C@@H]1CN(C)CC1CC1	nt	11
CCCC#Cc1cnc2c(c1)C(=O)N([C@H](C)CO)C[C@H](C)[C@H](CN(C)Cc1ccccc1F)O2	nt	6
C[C@@H](NC(=O)/C(C#N)=C/c1ccc(O)c(O)c1)c1ccccc1	7	10
CC(C)NC(=O)Nc1ccc2c(c1)CC(=O)N([C@H](C)CO)C[C@H](C)[C@H](CN(C)C(=O)Nc1ccccc1)O2	1	nt
CC(C)NC(=O)N(C)C[C@@H]1OCCCC[C@H](C)Oc2ccc(NC(=O)CCC(F)(F)F)cc2C(=O)N([C@H](C)CO)C[C@@H]1C	nt	-1
C[C@@H]1CN([C@H](C)CO)S(=O)(=O)c2ccc(C#CC3(O)CCCC3)cc2O[C@@H]1CN(C)C(=O)c1ccncc1	nt	-10
C[C@@H]1CN([C@@H](C)CO)C(=O)Cc2cc(NS(=O)(=O)c3ccc(Cl)cc3)ccc2O[C@@H]1CN(C)C(=O)Nc1ccc(C(F)(F)F)cc1	2	nt
Cc1cc(Cl)c(S(=O)(=O)Nc2ccc3c(c2)OCCO3)cc1OCC(N)=O	2	-22
C[C@H]1CN([C@@H](C)CO)C(=O)Cc2cc(NS(=O)(=O)c3ccc(Cl)cc3)ccc2O[C@@H]1CN(C)C(=O)Nc1ccc(F)cc1	2	0
C/C=C/c1cnc2c(c1)C(=O)N([C@H](C)CO)C[C@H](C)[C@H](CN(C)C(=O)Nc1ccc(C(F)(F)F)cc1)O2	nt	-7
C[C@@H]1CCCCO[C@@H](CN(C)C(=O)c2ccccc2)[C@@H](C)CN([C@H](C)CO)C(=O)c2cc(NC(=O)Cc3ccccc3)ccc2O1	1	nt
C[C@@H]1CN([C@@H](C)CO)C(=O)Cc2cc(NC(=O)CCN3CCOCC3)ccc2O[C@@H]1CN(C)Cc1ccc2c(c1)OCO2	-2	nt
COc1cc(C)c(Cl)cc1S(=O)(=O)NCCCN1CCOCC1	3	-4
COC(=O)c1ccccc1NC(=O)CSc1nc2ccccc2c(=O)[nH]1	-1	-5
COC(=O)C(CC#Cc1ccc2c(c1)[C@]1(C(=O)N2)[C@H](C(=O)O)[C@H]2C(=O)O[C@H](c3ccccc3)[C@H](c3ccccc3)N2[C@@H]1c1ccc(O)cc1)C(=O)OC	1	nt
Oc1ccc(CCCCC(O)CCc2ccc(O)cc2)cc1 (configuration not stated)	-5	10
CC1CCC2(C)C(CC(O)C(O)C23CO3)C1(C)CCC1=CC(=O)OC1O (configuration not stated)	-7	-3
C[C@H]1CN([C@@H](C)CO)C(=O)Cc2cc(NC(=O)Nc3ccc(F)cc3)ccc2O[C@H]1CN(C)CC1CC1	nt	0
C[C@@H]1CN([C@H](C)CO)C(=O)Cc2cc(NC(=O)CCC(F)(F)F)ccc2O[C@H]1CN(C)CC1CC1	4	nt
C[C@H]1C(=O)N2c3ccccc3[C@@]3(O)C[C@@H]4C(=O)N[C@@](C)(c5nc6ccccc6c(=O)n54)N1[C@@H]23	2	7
CNC[C@H]1Oc2ccc(NC(=O)Nc3ccc(OC)cc3)cc2C(=O)N([C@H](C)CO)C[C@H]1C	nt	1

Part of the list above in order of heavy-atom count, highest first:
SMILES	STK33 inh	p53 PUMA act
C/C=C/c1cnc2c(c1)C(=O)N([C@H](C)CO)C[C@H](C)[C@H](CN(C)C(=O)Nc1ccc(C(F)(F)F)cc1)O2	nt	-7
C[C@H]1CN([C@@H](C)CO)C(=O)c2cc(NC(=O)Cc3ccccc3)ccc2O[C@@H]1CN(C)CC1CC1	nt	11
CC1CCC2(C)C(CC(O)C(O)C23CO3)C1(C)CCC1=CC(=O)OC1O (configuration not stated)	-7	-3
COc1cc(C)c(Cl)cc1S(=O)(=O)NCCCN1CCOCC1	3	-4

Remaining list, next part.
SMILES	STK33 inh	p53 PUMA act
C[C@H](CO)N1C[C@H](C)[C@@H](CN(C)C(=O)C2CCCCC2)OCCCC[C@H](C)Oc2ccc(NS(=O)(=O)c3ccccc3)cc2C1=O	nt	-6
C[C@H](CO)N1C[C@H](C)[C@@H](CN(C)C)Oc2ccc(NC(=O)C3CC3)cc2C1=O	nt	-4
C[C@H](CO)N1C[C@H](C)[C@H](CN(C)S(=O)(=O)c2ccc(Oc3ccccc3)nc2)OCc2cn(nn2)CCCC1=O	1	1
C[C@@H]1CN([C@H](C)CO)C(=O)c2cc(NC(=O)C3CCCCC3)ccc2O[C@@H](C)CCCCO[C@@H]1CN(C)C(=O)Nc1ccccc1	nt	-6
CC(C)CC#Cc1cnc2c(c1)C(=O)N([C@H](C)CO)C[C@H](C)[C@@H](CN(C)C(=O)CC1CC1)O2	nt	-3
CC(C)Oc1ccc2c(=O)c3cc(C(=O)O)ccc3oc2c1	nt	71*
NC(=NC(=O)c1ccc(OCC(F)(F)F)nc1)c1ccc(C(F)(F)F)cc1	0	nt
C[C@H]1CN([C@@H](C)CO)C(=O)c2cccc(NC(=O)Nc3cccc4ccccc34)c2O[C@@H]1CN(C)C(=O)Nc1ccc(F)cc1	nt	2
C[C@H](CO)N1C[C@H](C)[C@@H](CN(C)S(=O)(=O)c2cccs2)Oc2ccc(N(C)C)cc2C1=O	nt	2
C[C@H]1CN([C@@H](C)CO)C(=O)Cc2cc(NS(=O)(=O)c3ccc(F)cc3)ccc2O[C@H]1CN(C)Cc1ccncc1	-3	nt
C[C@@H]1CN([C@@H](C)CO)C(=O)Cc2cc(NC(=O)Cc3ccccc3)ccc2O[C@@H]1CN(C)Cc1ccc2c(c1)OCO2	-4	nt
C[C@@H]1CCOC(=O)C=CC=CC(=O)O[C@@H]2C[C@H]3O[C@@H]4C=C(C(=O)O)CC[C@]4(COC(=O)[C@H]1O)[C@]2(C)[C@]31CO1	2	nt
COc1cccc2cc(C(=O)N3CCN(CCN4C(=O)c5cccc6cccc(c56)C4=O)CC3)c(=O)oc12	-1	21
CC(=O)C1=C(C)Nc2ncnn2C1c1ccccc1[N+](=O)[O-] (configuration not stated)	-1	2
C[C@@H]1CCCCO[C@H](CN(C)S(=O)(=O)c2cn(C)cn2)[C@@H](C)CN([C@H](C)CO)C(=O)c2cc(NS(C)(=O)=O)ccc2O1	3	3
Cc1ccc(-n2c(Cn3c(-c4ccccn4)nc4ccccc43)n[nH]c2=S)c(Br)c1	-1	10
CS(=O)(=O)N(CC(=O)Nc1cccc(Cl)c1Cl)c1cccc(F)c1	-4	-4
C[C@@H]1CCCCO[C@@H](CN(C)C(=O)CCCN(C)C)[C@@H](C)CN([C@H](C)CO)C(=O)c2cc(NC(=O)Nc3ccccc3)ccc2O1	1	nt
COc1ccc(NC(=O)N(C)C[C@H]2Oc3ccc(NC(=O)Cn4cnnn4)cc3CC(=O)N([C@@H](C)CO)C[C@@H]2C)cc1	0	nt
CC(C)NC(=O)Nc1ccc2c(c1)CC(=O)N([C@@H](C)CO)C[C@@H](C)[C@@H](CN(C)Cc1ccc(Cl)c(Cl)c1)O2	3	3
COc1ccc(CN(C)C[C@@H]2OCCCC[C@@H](C)Oc3ccc(NC(=O)Nc4ccc(C(F)(F)F)cc4)cc3C(=O)N([C@H](C)CO)C[C@@H]2C)cc1	3	nt
Cc1cc(Br)cnc1N=CN(C)C	0	nt
C/C(=C\Cc1c(O)ccc2cc(O)c(=O)oc12)COC1OC(CO)C(O)C(O)C1O (configuration not stated)	-4	14
CC1(C)C[C@H]2C3=CCC4[C@@]5(C)CC[C@H](O[C@@H]6O[C@H](CO)[C@@H](O)[C@H](O)[C@H]6O)C(C)(C)C5CC[C@@]4(C)[C@]3(C)CC[C@@]2(C(=O)O[C@@H]2O[C@H](CO)[C@@H](O)[C@H](O)[C@H]2O)CC1O (some centres not stated)	-3	-16
Cc1noc(C)c1S(=O)(=O)Nc1ccc2c(c1)C(=O)N([C@@H](C)CO)C[C@H](C)[C@H](CN(C)Cc1ccc(-c3ccccc3)cc1)O2	-1	11
SMILES	STK33 inh	p53 PUMA act
CC(C)[C@H](NC(=O)[C@H](C)N(C)C)C(=O)N1CC[C@@H]2Oc3ccc(cc3)/C=C\NC(=O)[C@H](Cc3ccccc3)NC(=O)C21 (some centres not stated)	-3	24
Cn1ccnc1SCC(=O)N1c2ccccc2C(C)(c2ccc(Cl)cc2)CC1(C)C (configuration not stated)	nt	-5
C[C@@H]1CN([C@H](C)CO)C(=O)c2c(c3ccccc3n2C)-c2ccccc2CO[C@H]1CN(C)S(=O)(=O)c1ccc(F)cc1	nt	-8
CCOC(=O)c1sc(N2C(=O)C(=O)C(C(=O)c3ccc(OC)c(C)c3)C2c2ccco2)nc1C (configuration not stated)	6	1
COC(=O)c1c(NC(=S)Nc2cccc(NC(C)=O)c2)sc(C)c1C	4	2
Cc1ccccc1-c1noc(CCC(=O)Nc2ccc(Cl)cc2)n1	-6	1
O=C(CSc1nnc(-c2cccs2)n1-c1ccccc1)N1CCOCC1	3	0
CCCN(C)C[C@@H]1OCCCC[C@@H](C)Oc2ccc(NC(=O)CCCN(C)C)cc2C(=O)N([C@H](C)CO)C[C@@H]1C	4	nt
COC(=O)c1ccccc1NC(=O)COc1ccc2c(C)cc(=O)oc2c1	-1	-10
Cc1noc(C)c1NC(=O)Nc1ccc2c(c1)C(=O)N([C@@H](C)CO)C[C@H](C)[C@H](CN(C)S(=O)(=O)c1ccc(F)cc1)O2	0	nt
COc1ccc(CN(C)C[C@@H]2Oc3c(NC(=O)Nc4ccc5c(c4)OCO5)cccc3C(=O)N([C@@H](C)CO)C[C@H]2C)cc1	nt	23
C[C@@H]1CN([C@H](C)CO)C(=O)c2cc(NS(=O)(=O)c3ccc(Cl)cc3)ccc2O[C@@H](C)CCCCO[C@@H]1CN(C)C	nt	0
CCc1sc(-c2ccc(Cl)cc2)nc1C(=O)OC	nt	36
COc1ccc(S(=O)(=O)Nc2ccc3c(c2)CC(=O)N([C@H](C)CO)C[C@@H](C)[C@@H](CN(C)C)O3)cc1	2	0
COc1ccc(NC(=O)c2ccccc2NC(=O)COc2ccc([N+](=O)[O-])cc2)cc1	1	0
COc1ccc(N(CC(=O)Nc2cccnc2)S(C)(=O)=O)c(OC)c1	1	-4
Cc1cc(OCC(=O)Nc2cccc(NC(=O)c3cccc(Cl)c3)c2)ccc1Cl	0	?
C[C@@H]1CN([C@@H](C)CO)S(=O)(=O)c2ccc(C#C[C@@H](C)O)cc2O[C@H]1CN(C)Cc1ccccc1	nt	-34
Cc1ccc(C(=O)O)cc1S(=O)(=O)N(CCO)CCO	-4	-8
C[C@H]1CN([C@@H](C)CO)C(=O)c2cccc(NC(=O)Nc3ccccc3)c2O[C@@H]1CN(C)C(=O)NC1CCCCC1	nt	11
C[C@H]1CN([C@@H](C)CO)C(=O)Cc2cc(N(C)C)ccc2O[C@@H]1CN(C)S(C)(=O)=O	0	nt
COc1ccc(-c2nc3cc(C(C)C)ccc3o2)cc1NC(=O)COc1ccccc1C	0	-8
C[C@@H]1CN([C@H](C)CO)C(=O)CCCn2cc(nn2)CO[C@H]1CN(C)S(=O)(=O)c1ccc(Cl)cc1	10	3
C[C@@H]1CN([C@@H](C)CO)C(=O)c2cc(NC(=O)NC3CCCCC3)ccc2O[C@H]1CN(C)S(=O)(=O)c1ccc(Cl)cc1	nt	5
CC(=O)OC(COc1cccc2ccccc12)Cn1cnc2ccccc21 (configuration not stated)	-1	13
C[C@@H]1CN([C@@H](C)CO)C(=O)c2cc(NS(=O)(=O)c3ccccc3)ccc2O[C@@H](C)CCCCO[C@@H]1CN(C)C(=O)Nc1ccc(F)cc1	nt	7
C[C@H]1CN([C@@H](C)CO)C(=O)c2cccc(NS(C)(=O)=O)c2O[C@H]1CN(C)Cc1ccc(C(F)(F)F)cc1	nt	-12

Profiles, quoted from the list. Values in the order: STK33 inh, p53 PUMA act
Listed for O=C(CSc1nnc(-c2cccs2)n1-c1ccccc1)N1CCOCC1 = 3, 0
Listed for C[C@@H]1CN([C@@H](C)CO)C(=O)c2cc(NS(=O)(=O)c3ccccc3)ccc2O[C@@H](C)CCCCO[C@@H]1CN(C)C(=O)Nc1ccc(F)cc1 = nt, 7

Compounds listed so far that contain a furan ring, fused or not (2):
SMILES	STK33 inh	p53 PUMA act
CC(=O)O[C@H]1C[C@@H](OC(C)=O)C(C)(C)C2C[C@@H](O)[C@]3(C)C(CC[C@@]4(C)[C@H](c5ccoc5)OC(=O)C5OC543)[C@]21C (some centres not stated)	-2	-16
CCOC(=O)c1sc(N2C(=O)C(=O)C(C(=O)c3ccc(OC)c(C)c3)C2c2ccco2)nc1C (configuration not stated)	6	1

Bioassay records deposited in PubChem BioAssay by Broad Institute.

Not all compounds are listed; the hit share may differ from the screen's.
